Pf growth 48h = Primary qHTS for delayed death inhibitors of the malarial parasite plastid, 48 hour incubation; P. falciparum luciferase growth in erythrocytes, 48 h; Potency, µM (titrated, usually from 28.7 µM), inactives show at the top dose activity change, negative = inhibition, usual class: inhibitors; 310,000 tested, 5.9% active; AID 504832, 2011; note: potency is the fitted concentration of half-maximal effect; % is set by controls: 0 for no effect and ±100 for the full control effect
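Parasite viability was followed by luminescence of a genomically integrated firefly luciferase. Cultures held 0.1% parasitemia at 2% hematocrit (final), incubated under 5% CO2 at 37 C.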
AmpC no deterg = qHTS Inhibitors of AmpC Beta-Lactamase (assay without detergent); AmpC nitrocefin hydrolysis, absorbance 480 nm, 0.0001% Triton; P00811; Potency, µM (titrated, usually from 57.1 µM), without a hit: at the top dose activity change, negative = inhibition, hits mostly inhibitors; 330,000 tested, 0.52% active;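 note: potency is the fitted concentration of half-maximal effect; plate controls were no compound for no effect and no enzyme for full effect; nearly all actives have a fitted effect of over 20% in size; some results filed as inactive show a strong effect at the top dose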
Target sequence (P00811 whole entry, looked up): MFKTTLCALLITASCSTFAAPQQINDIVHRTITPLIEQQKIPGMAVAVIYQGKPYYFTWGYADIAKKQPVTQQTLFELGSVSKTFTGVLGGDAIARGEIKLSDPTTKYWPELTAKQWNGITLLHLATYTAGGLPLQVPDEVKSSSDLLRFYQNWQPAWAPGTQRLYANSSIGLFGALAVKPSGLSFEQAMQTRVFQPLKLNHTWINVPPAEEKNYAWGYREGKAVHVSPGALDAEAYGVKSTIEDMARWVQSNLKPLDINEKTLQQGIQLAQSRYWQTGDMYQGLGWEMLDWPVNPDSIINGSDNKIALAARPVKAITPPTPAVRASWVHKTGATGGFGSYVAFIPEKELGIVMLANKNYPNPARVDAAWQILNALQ
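AmpC (5.3 nM in the dispensed reagent) in 20 mM phosphate pH 7.0 with 0.01% (detergent screen) or 0.0001% Triton X-100 was preincubated with compounds for 15 min at room temperature. Nitrocefin was then added from an 800 uM solution, and hydrolysis was followed at 480 nm.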
Pf growth 96h = Primary qHTS for delayed death inhibitors of the malarial parasite plastid, 96 hour incubation; 320,000 tested, 6.9% active; AID 504834, 2011; Potency, µM (doses to about 28.7 µM), without a hit: top-dose activity change, negative = inhibition, actives largely listed as inhibitors; P. falciparum luciferase reporter growth, 96 h; note: potency is the fitted concentration of half-maximal effect; % is set by controls: 0 for no effect and ±100 for the full control effect
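96 h incubation, 37 C, 5% CO2, of luciferase-reporter P. falciparum-infected RBCs (2% hematocrit, 0.05% parasitemia final) with test compounds; endpoint luminescence.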
Shiga toxin inh = A qHTS for Small Molecule Inhibitors of Shiga Toxin | inhibition, % at 38.7 µM | AID 2315, 2010 | Vero cells, Shiga toxin protein synthesis inhibition reporter | 290,000 tested, 9.2% active; in the data active = inhibition mostly above about 28%, no sharp cut-off; inactive = mostly below about 43%; note: 0% is about no effect
Tb PYK inh = qHTS of Trypanosoma Brucei Inhibitors; AID 624173, 2012; pyruvate kinase (Trypanosoma brucei), Q57TT1; 410,000 tested, 0.12% active; TbPYK enzyme, Kinase-Glo Plus ATP luminescence, 45 min; Potency, µM (series often up to 76.8 µM), without a hit: top-dose activity, negative = inhibition, most hits filed as inhibitors; note: potency is the fitted concentration of half-maximal effect; % is set by controls: 0 for no effect and ±100 for the full control effect; nearly all actives have a fitted effect of over 50% in size
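TbPYK + substrate in 50 mM TEA pH 7.2, 100 mM KCl, 10 mM MgCl2, 0.05% BSA, 0.01% Tween-20; cpd pinned; ADP 130 uM final; 45 min RT; Kinase-Glo Plus 10 min; luminescence endpoint.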
LmPK inhibitor = qHTS Assay for Inhibitors of Leishmania Mexicana Pyruvate Kinase (LmPK); Q27686; purified LmPK, Kinase-Glo ATP luminescence, 1 h; Potency, µM (doses to about 57.5 µM), inactives show at the highest dose activity change, negative = inhibition, most hits filed as inhibitors; 290,000 tested, 0.37% active; AID 1721, 2009; note: potency is the fitted concentration of half-maximal effect; % is set by controls: 0 for no effect and ±100 for the full control effect
Target sequence (Q27686 whole entry, looked up): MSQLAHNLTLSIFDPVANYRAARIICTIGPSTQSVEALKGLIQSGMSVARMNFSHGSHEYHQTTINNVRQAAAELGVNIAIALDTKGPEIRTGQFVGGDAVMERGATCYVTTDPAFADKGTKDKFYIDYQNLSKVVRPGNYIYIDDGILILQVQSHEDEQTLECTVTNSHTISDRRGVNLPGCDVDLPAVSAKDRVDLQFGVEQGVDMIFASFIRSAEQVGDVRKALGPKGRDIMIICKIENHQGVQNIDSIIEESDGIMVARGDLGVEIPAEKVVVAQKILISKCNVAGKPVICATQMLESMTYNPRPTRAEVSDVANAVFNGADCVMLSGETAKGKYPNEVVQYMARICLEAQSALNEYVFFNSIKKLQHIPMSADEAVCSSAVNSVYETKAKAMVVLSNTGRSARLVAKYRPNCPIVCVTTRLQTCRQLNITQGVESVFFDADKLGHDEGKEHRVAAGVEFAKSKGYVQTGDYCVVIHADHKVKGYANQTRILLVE
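qHTS format; LmPK 0.1 nM; substrates PEP 0.5 mM and ADP 0.1 mM. One-hour room-temperature incubation, then coupled luciferase luminescence; 0.5 nM enzyme wells mark activation.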
CHX counter = Cycloheximide Counterscreen for Small Molecule Inhibitors of Shiga Toxin; cell reporter, cycloheximide protein synthesis inhibition counterscreen; max response, %; 300,000 tested, 12% active; AID 2314, 2010; in the data active = max response mostly above about 13%, no sharp cut-off; inactive = mostly below about 14%; note: read at 38.3 µM for the half of the compounds with a filed dose; 0% is about no effect
Active calls of the source: *; ? = inconclusive; . = no result given; & = joins results of further samples; [ ] = another dose, or the depositor's remark. Unless noted, calls come from the whole dose curve; as a rule, active = well fitted curve in the direction sought with a large enough effect; inconclusive = small, poorly fitted or top-dose-only effect, or another doubt; inactive = no such curve, though single readings can be large; an effect the other way counts as inactive or inconclusive.

SMILES | Pf growth 48h | AmpC no deterg | Pf growth 96h | Shiga toxin inh | Tb PYK inh | LmPK inhibitor | CHX counter
Clc1ccc(CSc2nnc(CNc3cccc(Cl)c3)o2)cc1 | 9% | -17% | . | -13 | -42% | 3% | 0
CC1CN(C(=O)Nc2ccc3c(c2)OCO3)CC(C)O1 (stereo not drawn) | . | -13% | 67%[activator] | 50* | 0% | -1% | 45*
CCC(Oc1ccccc1)C(=O)Nc1ccc(S(=O)(=O)N2CCOCC2)cc1 (stereo not drawn) | ? | 3% | -21% | 13 | 5% | -2% | -3
COc1ccc2cc(C(=O)NCCc3ccccc3)[nH]c2c1 | 0% | -23% | 66%[activator] | 35 | 0% | 1% | 22*
O=C(NC1CC2CCCC(C1)N2Cc1ccccc1)C1CCCCC1 (stereo not drawn) | -10% | -28% | 33%[activator] | 14 | -2% | 4% | 1
O=C(COc1cccc(Cl)c1)NNC(=S)Nc1ccccc1 | 26% | 1% | 6% | -12 | -5% | 6% | -2
Cc1ccccc1-n1nc(C)c2cc(C(=O)N3CCN(S(=O)(=O)c4ccccc4)CC3)sc21 | -10% | -25% | . | 49 | 0% | 3% | -3
S=C(Nc1cccc(Cl)c1)Nc1cccc2cnccc12 | 0% | -37% | 4.1µM* | 56* | -24% | 5% | 47*
COc1ccccc1S(=O)(=O)Cc1ccc(C(=O)N2CCCC2)o1 | . | -11% | ? | -5 | 2% | 9% | -1
Cc1[nH]n(-c2ccccc2)c(=O)c1/C=N/NC(=O)COc1ccccc1[N+](=O)[O-] | ? | -31% | ? | 19 | -2% | 2% | 1
Cc1ccc2nc(-c3cccc(Br)c3)cc(C(=O)Nn3cnnc3)c2c1 | 51%[activator] | -22% | -4% | -4 | -2% | 1% | 8
Cc1ccc(-c2nc(-c3cccnc3)sc2CC(=O)Nc2ccc(C)c(Cl)c2)cc1 | 0% | ? | 12µM* | 8 | -8% | 1% | 9
CCOC(=O)C1(CCC(C)C)CC(CSc2nc3ccccc3[nH]2)OC1=O (stereo not drawn) | ? | -27% | . | -8 | 1% | 2% | -2
COc1ccc(N2C(=O)c3cccc4cccc(c34)C2=O)cc1 | -13% | -1% | ? | -6 | 1% | -2% | -3
CCOC(=O)c1cnc(SC)nc1Sc1ccccc1 | -4% | -10% | . | 85 | -5% | -2% | 0

Molecules shown so far with an aryl thioether with sulfur outside any ring (three):
SMILES | Pf growth 48h | AmpC no deterg | Pf growth 96h | Shiga toxin inh | Tb PYK inh | LmPK inhibitor | CHX counter
Clc1ccc(CSc2nnc(CNc3cccc(Cl)c3)o2)cc1 | 9% | -17% | . | -13 | -42% | 3% | 0
CCOC(=O)C1(CCC(C)C)CC(CSc2nc3ccccc3[nH]2)OC1=O (stereo not drawn) | ? | -27% | . | -8 | 1% | 2% | -2
CCOC(=O)c1cnc(SC)nc1Sc1ccccc1 | -4% | -10% | . | 85 | -5% | -2% | 0

The listing continues:
SMILES | Pf growth 48h | AmpC no deterg | Pf growth 96h | Shiga toxin inh | Tb PYK inh | LmPK inhibitor | CHX counter
CC1=C(C(=O)Nc2ccccc2C(=O)NCc2ccccc2)SCCO1 | ? | -39% | ? | -2 | 2% | 0% | 5
CCN(CC)CCNC(=O)c1ccc(NC(=O)C2CC(=O)N(c3ccc4c(c3)OCCO4)C2)cc1 (stereo not drawn) | ? | 11% | 4% | . | 4% | . | .
Cc1cccc(/N=C/c2c(C)[nH]n(-c3ccccc3)c2=O)n1 | 5% | -41% | 4% | -2 | 0% | 2% | -1
COc1ccc(/C=C/C(=O)Nc2c(C)nn(C)c2C)cc1COc1ccc(Cl)cc1Br | ? | -6% | -24% | 5 | 9% | 8% | 1
CC12c3ccccc3C(c3ccccc31)C1C(=O)N(Cc3cccnc3)C(=O)C12 (stereo not drawn) | ? | 56% | ? | -8 | -12% | 9% | -2
Cc1ccc(S(=O)(=O)N[C@@H](C)C(=O)OCC(=O)N2c3ccccc3NC(=O)C2(C)C)cc1 | -15% | -12% | -18% | . | -6% | . | .
CCCCC(=O)Nc1ccc(C(=O)NNC(=O)c2ccccc2Br)cc1 | 38%[activator] | -19% | 8% | 11 | 0% | 3% | -1
S=c1[nH]nc(COc2ccccc2)n1/N=C/c1ccco1 | 8% | -8%[2.29 µM] | 0% | -5 | ? | 1% | -3
CC(c1nccs1)N(C)C(=O)CCc1nnc(-c2ccc(-c3ccccc3)cc2)o1 (stereo not drawn) | ? | 206%[activator] | 1% | 28 | -9% | 6% | 26*
COc1ccccc1CNC(=O)C1CC(c2ccc([N+](=O)[O-])cc2)=NO1 (stereo not drawn) | ? | -21% | ? | 57 | 1% | -7% | 20
COc1ccc(OC)c(NC(=O)c2ccc3c(=O)n(CCc4ccccc4)c(=S)[nH]c3c2)c1 | -5% | -19% | -2% | 11 | 12% | 0% | 3
CC(=O)c1ccc(C(=O)N2CCCC(CCC(=O)N(C)CCc3ccccn3)C2)s1 (stereo not drawn) | 6% | -3% | 0% | 17 | -9% | -10% | -2
COc1ccc(C(=O)C2CCCN(C3CSCCSC3)C2)c(OC)c1 (stereo not drawn) | ? | 22% | 42%[activator] | -11 | -9% | -1% | -2
O=S(=O)(NCc1cc(-c2ccc(Cl)cc2)no1)c1ccc(Cl)cc1 | 28% | -28% | 29% | -5 | -5% | 0% | 2
COc1ccc(Cl)cc1NC(=O)CN(C)C(=O)c1sccc1-c1ccccc1 | -42% | -1% | -54% | . | -4% | . | .
CN(CC(=O)O/N=C(\N)c1ccc([N+](=O)[O-])cc1)S(=O)(=O)c1ccc2ccccc2c1 | . | -3% | 22% | -9 | 0% | 2% | -2
CCOC(=O)Cn1c(=O)c2c(nc3n2CCCN3Cc2ccccc2)n(C)c1=O | ? | -4% | -20% | 2 | 0% | -1% | -3
NC(=O)CSc1nnc(CNc2cccc(Cl)c2)n1CCc1ccccc1 | -7% | 100%[activator] | ? | -10 | -9% | 1% | -3
Cn1c(=O)c2c(ncn2CC(=O)Nc2nccs2)n(C)c1=O | 81%[activator] | -12% | -2% | 2 | 4% | -2% | 4
Cc1nnc(-c2ccc(N3CCOCC3)c([N+](=O)[O-])c2)o1 | -1% | -12% | -9% | . | 0% | . | .
C[N+](C)(C)CC(=O)N/N=C/c1c2ccccc2cc2ccccc12 | 9.3µM* | 21% | 6.6µM* | 18 | 7% | -9% | -8
CCN(CC1CCCO1)C(=O)c1cc(COc2ccccc2SC)on1 (stereo not drawn) | ? | 63%[activator] | 35%[activator] | 82* | -4% | 2% | 55*
COc1ccc(OC)c(C2CC(=O)C3=C(C2)NC(=O)CC3c2ccc(O)c(OC)c2)c1 (stereo not drawn) | ? | -34% | ? | -24 | -5% | -1% | -4
CCO[C@@H]1OC(C(=O)N2CCOCC2)=C[C@H](c2ccccc2)[C@H]1CCCO | ? | 25% | ? | -11 | 3% | 4% | -3
Cn1c(=O)c2c(nc(Oc3ccc4c(c3)OCO4)n2Cc2ccc(F)cc2)n(C)c1=O | -6% | -16% | ? | -8 | 8% | -4% | -1
O=S(=O)(NCc1ccccc1)c1ccc(S(=O)(=O)N(Cc2ccccn2)C2CCCC2)cc1 | 10µM* | -25% | ? | -6 | 0% | 4% | -3
O=C(c1ccco1)N1CCN=C1SCc1ccc(F)cc1 | -14% | 8.9µM* | 47%[activator] | -5 | -2% | -2% | -5
COc1cccc(-c2nnc(SCC(=O)Nc3ccc(S(N)(=O)=O)cc3)n2C)c1 | -23% | -23% | -8%[5.75 µM] | 17 | -20% | 5% | -4
CCOc1ccccc1OCC(=O)Nc1ccc(Cl)cc1Cl | 4% | -4% | 19% | -19 | -5% | 2% | -1
Cc1c(NC(=O)c2cc(-c3ccc(F)cc3)on2)c(=O)n(-c2ccccc2)n1C | -1% | -1% | 8% | -15 | -9%&-5% | 1% | 6
COc1cc(CNCCN(C)C)c(Br)cc1OCC(=O)NCc1ccccc1 | -1% | -7% | -3% | 8 | 2% | 3% | -7
COc1ccc(CNC(=S)Nc2ccc(OC)cc2)cc1 | -6% | -25% | 325%[activator] | 33 | -1% | 1% | -2
CCC(=O)NCCc1nc2cc(NC(=O)c3ccccc3OC)ccc2n1C | 47%[activator] | 1% | . | 25 | 0% | -4% | 43*
CC[C@@](C)(NS(=O)(=O)OCC(Cl)(Cl)Cl)c1ccccc1 | 24% | -42% | 22% | -4 | 0% | 1% | -1
NC(=O)c1cc(C(=O)Cc2ccccc2)c[nH]1 | 31%[activator] | -12% | 8% | 29 | 10% | 1% | -3
COc1cc(C(=S)N2CCN(C(c3ccccc3)c3ccccc3)CC2)cc(OC)c1O | ? | 37% | 9% | -3 | -16% | 4% | -2
COC(=O)/C(=C/c1ccccc1)NC(=O)c1ccco1 | -2% | -17% | -3% | -3 | 3% | -4% | -3
CC(C)CCNC(=O)NC(=O)COc1ncnc2sccc12 | -9% | -16% | ? | -20 | 0% | 0% | -2
CC1CCN(C(=O)c2ccc(SCc3ccccc3F)c([N+](=O)[O-])c2)CC1 | 13% | -22% | ? | -2 | 5% | -1% | 1
COc1cc(OC)cc(C(=O)Nc2c(C)nn(-c3ccccc3)c2C)c1 | 2% | 0% | 5% | -18 | -5% | 1% | -3
O=C(NCCOc1ccccc1Cl)C(=O)c1c[nH]c2ccccc12 | 31%[activator] | -58% | 0% | 34 | 2% | 11% | 12
O=P1(Oc2ccccc2)OCCCS1 (stereo not drawn) | 18% | -8% | 70%[activator] | 2 | 3% | 0% | -1
CN(C)C(=O)C1(c2ccccc2)CCN(S(=O)(=O)c2ccccc2)CC1 | -12% | -12% | . | -6 | -9% | 2% | -1
COc1ccccc1N1CCN(S(=O)(=O)c2ccc3c(c2)NC(=O)CS3)CC1 | ? | -6% | 12µM* | 17 | 2% | -7% | 6
COc1cc(CN2CCC(C(=O)N3CCN(c4ccccc4F)CC3)CC2)ccc1O | ? | 24% | -24% | -11 | 17% | -4% | -4
COc1ccc(NC(=O)CN2C(=O)NC3(CCCC3)C2=O)c(OC)c1 | 1% | -1% | 15% | -9 | -7% | 3% | -1
COc1cc(C(=O)N(C)CCOc2ccccc2)ccc1OCC(=O)Nc1cccc(C(F)(F)F)c1 | -20% | 164%[activator] | -9% | . | 5% | . | .
Cc1cccc(N(Cc2ccccc2F)S(C)(=O)=O)c1 | -18% | -8% | 9.3µM* | -11 | -5% | 0% | -3
COC(=O)C(CC(C)C)NC(=O)c1ccc(F)cc1 (stereo not drawn) | 3% | -14% | ? | 3 | 2% | -5% | -1
COc1cc(/C=N/NC2=NS(=O)(=O)c3ccccc32)ccc1OC(C)=O | ? | -16% | ? | -2 | 6% | -9% | -3

2 compounds picked at random from the list so far, as already listed:
SMILES | Pf growth 48h | AmpC no deterg | Pf growth 96h | Shiga toxin inh | Tb PYK inh | LmPK inhibitor | CHX counter
COC(=O)C(CC(C)C)NC(=O)c1ccc(F)cc1 (stereo not drawn) | 3% | -14% | ? | 3 | 2% | -5% | -1
COc1cc(/C=N/NC2=NS(=O)(=O)c3ccccc32)ccc1OC(C)=O | ? | -16% | ? | -2 | 6% | -9% | -3
